PNC assembly inh = High Content Assay for Compounds that inhibit the Assembly of the Perinucleolar Compartment. PC3M PTB-GFP, PNC prevalence imaging, 16 h; stronger effect = lower value. activity change (PNC), negative = inhibition, % at 10 µM. 140,000 tested, 3.1% active. AID 2417, 2010;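 active = readout at or below -70, meaning at least 70% loss of cells showing the perinucleolar compartment, a nuclear body marking cancer cells; inconclusive = readout between -30 and a set limit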;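 also: plate controls were DMSO wells for no effect and camptothecin positive control wells for full effect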
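PC3M cells stably expressing PTB-GFP, 750–1000 cells/well, treated 16 h at 37 °C with compound (23 nl of library stock), in duplicate. After paraformaldehyde fixation and Hoechst stain, imaged at 20x; PNC prevalence scored by image analysis.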
IMPase inh = qHTS Assay for Identifying the Cell-Membrane Permeable IMPase Inhibitors; CHO-M1 cells, IP1 accumulation, HTRF TR-FRET ratio; AID 901, 2007; 120,000 tested, under 10 active; inhibition (IP1 accumulation), % at 46.1 µM; active = well fitted curve in the direction sought with a large enough effect in the signal ratio, not every such curve was filed as active; inconclusive = small, poorly fitted or top-dose-only effect, or a change in a side signal; inactive = no such curve, though single readings can be large or run the other way; the % refers to the signal ratio;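 also: cells stimulated with carbachol in lithium chloride buffer; plate controls were DMSO basal wells for no effect and reference inhibitor wells for full effect; higher means more IMPase inhibition seen as more IP1 and lower FRET ratio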
Target sequence (P97697 whole entry, looked up): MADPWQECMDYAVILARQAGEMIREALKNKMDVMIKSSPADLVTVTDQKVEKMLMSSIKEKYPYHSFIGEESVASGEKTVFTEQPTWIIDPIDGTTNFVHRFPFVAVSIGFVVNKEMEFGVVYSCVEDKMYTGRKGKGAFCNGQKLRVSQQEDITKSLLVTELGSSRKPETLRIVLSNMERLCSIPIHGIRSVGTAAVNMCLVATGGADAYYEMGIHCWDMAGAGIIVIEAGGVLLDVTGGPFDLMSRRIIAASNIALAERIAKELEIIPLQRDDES
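Carbachol-driven Gq signalling in CHO-M1 cells (2000/well) generates IP1. Compounds that block IMPase raise IP1 and so reduce the FRET signal from Eu-anti-IP1 and d2-IP1 after a 10 min room-temperature lysis.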
ALOX15B inhib = qHTS Assay for Inhibitors of 15-hLO-2 (15-human lipoxygenase 2) | Polyunsaturated fatty acid lipoxygenase ALOX15B (Homo sapiens), O15296 | purified 15hLO-2, xylenol orange hydroperoxide absorbance | Potency, µM (top dose mostly 57.1 µM), without a hit: at the highest dose activity change, negative = inhibition, actives largely listed as inhibitors | 110,000 tested, 0.56% active | AID 881, 2007; also: potency is read from the fitted curve at half-maximal effect; nearly all actives have a fitted effect of over 60% in size; many of its hits are not listed in these tables
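Screening format was qHTS against 50 nM purified 15hLO-2 in Hepes pH 7.5 with detergent. Activity follows hydroperoxide formation from 45 uM arachidonic acid, measured as 573:405 nm absorbance ratio of the ferric-xylenol orange complex.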
12-hLO inh = qHTS Assay for Inhibitors of 12-hLO (12-human lipoxygenase); purified 12-hLO, xylenol orange hydroperoxide absorbance; Potency, µM (titrated, usually from 57.1 µM), for the others: top-dose activity change, negative = inhibition, actives largely listed as inhibitors; 150,000 tested, 0.12% active; also: potency is read from the fitted curve at half-maximal effect; nearly all actives have a fitted effect of over 55% in size; many of its hits are not listed in these tables
Target sequence (P18054 whole entry, looked up): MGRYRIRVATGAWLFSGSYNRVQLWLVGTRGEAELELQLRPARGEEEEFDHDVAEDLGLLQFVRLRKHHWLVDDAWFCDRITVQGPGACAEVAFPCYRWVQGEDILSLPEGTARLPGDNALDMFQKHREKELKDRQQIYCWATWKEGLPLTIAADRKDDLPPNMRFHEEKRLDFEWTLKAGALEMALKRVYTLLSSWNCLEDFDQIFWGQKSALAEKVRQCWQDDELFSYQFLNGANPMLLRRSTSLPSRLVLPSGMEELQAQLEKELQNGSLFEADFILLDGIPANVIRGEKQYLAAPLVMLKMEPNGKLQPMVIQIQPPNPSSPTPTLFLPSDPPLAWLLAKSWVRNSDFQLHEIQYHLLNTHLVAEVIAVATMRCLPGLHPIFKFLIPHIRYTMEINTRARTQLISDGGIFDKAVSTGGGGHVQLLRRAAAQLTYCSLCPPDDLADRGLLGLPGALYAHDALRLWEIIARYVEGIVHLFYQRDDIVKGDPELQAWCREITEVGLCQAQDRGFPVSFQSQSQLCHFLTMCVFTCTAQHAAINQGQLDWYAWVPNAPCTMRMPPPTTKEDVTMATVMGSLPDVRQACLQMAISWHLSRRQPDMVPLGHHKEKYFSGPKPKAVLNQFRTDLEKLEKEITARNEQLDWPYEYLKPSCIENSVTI
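Lipoxygenase turnover measured by absorbance at 573 and 405 nm after Fe-XO development. Human 12hLO 150 nM, arachidonate 40 uM, pH 7.0 Hepes buffer with detergent; 15 min compound preincubation, 30 min reaction.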
The depositor's hits bear a star; u = inconclusive; x = no result given; [ ] = dose if it differs, or a comment. Unless noted, calls follow the shape of the dose curve; as a rule, active = well fitted curve in the direction sought with a large enough effect; inconclusive = small, poorly fitted or top-dose-only effect, or another doubt; inactive = no such curve, though single readings can be large; an effect the other way counts as inactive or inconclusive. Unless noted, % is scaled to controls: 0 for no effect and ±100 for the full control effect. Some of the compounds tested, so the mix of outcomes need not match the whole.

Each structure is followed by: ALOX15B inhib	12-hLO inh	PNC assembly inh	IMPase inh
> CCOC(=O)c1c(C)n(Cc2ccco2)c2ccc(O)cc12
    u	u	16.5	34.4[activator]
> Cc1nc2c(-c3ccc(F)cc3)c(C)nn2c(C)c1CCC(=O)N1CCC2(CC1)OCCO2
    1.6%	-6.1%	39.2	-10.2
> CC(=O)Nc1cc(C(=O)N2CCC3(CC2)OCCO3)ccc1Sc1ccc(C)cc1
    -4.1%	-4.0%	u	0.7
> CCCCCc1nc2ccccc2c(=O)n1-c1ccc(Cl)cc1[N+](=O)[O-]
    -1.4%	1.1%	41.4	8.8
> Cc1c2cnn(CC(=O)N3CCC4(CC3)OCCO4)c(=O)c2c(C)n1Cc1ccccc1
    10.5%	-8.4%	23.5	11.6
> C[C@]12CCC3C(C=CC4=CC(=O)CC[C@]43C)C1CC[C@]2(O)CCC(=O)O (some centres undefined)
    -3.3%	-1.9%	x	x
> CCOC(=O)CC1=C(C(=O)OCC)C2(C(=O)N1CC(=O)OC)C(C#N)=C(N)Oc1ccccc12 (centres undefined)
    x	9.8%	u	-9.9
> Clc1ccccc1Cl
    -0.7%	0.4%	x	x
> CCC(=NCCCN1CCOCC1)c1c(O)n(Cc2ccccc2)c(=O)[nH]c1=O
    -11.1%[11.4 µM]	1.6%	u	-11.3[1.84 µM]
> NCC(N)C(=O)c1ccccc1 (centres undefined)
    11.7%	0.1%	x	x
> Cc1sc2nc(COC(=O)Cc3ccccc3)[nH]c(=O)c2c1C
    -3.8%	-11.2%	u	1.0
> O=C1NC(=O)N(CCC2=CCCCC2)C(=O)/C1=C/c1ccc(O)cc1
    x	-5.7%	-14.8	-0.6
> CCOP(=S)(OCC)Oc1cc(C)nc(C(C)C)n1
    -3.1%	1.6%	x	x
> N#Cc1c(/N=C/c2ccc(O)cc2O)sc2c1C1CCN2CC1
    x	-6.2%	25.6	x
> Cc1cccc(OP(=O)(Oc2ccccc2)OC(c2ccccc2)C(F)(F)F)c1 (centres undefined)
    x	-1.5%	-19.9	x
> CC(C)(C)n1c(O)c(C=Nc2ccc3c(c2)CCC3)c(=O)[nH]c1=O
    -0.3%	2.1%	21.1	-4.4
> CCOC(=O)C1=C(C)N(C)C2(C)CC1c1ccccc1O2 (centres undefined)
    -1.4%	-7.7%	-7.9	u
> COc1ccc(C2SCC(=O)Nc3c2c(=O)[nH]n3C2CCCCCC2)cc1 (centres undefined)
    -16.4%	-6.2%	-23.3	-11.7
> Cc1cc(O)c(CN2CCN(c3ccccc3)CC2)cc1C
    32.4%[activator]	-3.4%	u	7.0
> O=c1c2ccccc2nc(-c2ccco2)n1-c1ccccn1
    -6.6%	-0.8%	8.1	-5.6
> Cc1ccc(N2CCN(CCc3ccccc3)CC2)cc1
    36.6%[activator]	-2.1%	u	-1.3
> N#CC(C#N)=NNc1ccc(OC(F)(F)F)cc1
    15.8µM*	-4.8%	x	x
> CCCCCn1c(NC(=O)c2ccco2)c(C(=O)OCC)c2nc3ccccc3nc21
    x	-1.4%	6.0	x
> C[C@@]12CCC3C(CCC4=CC(=O)CC[C@]43C)C1CCC2O (some centres undefined)
    -17.0%	-7.9%	x	x
> O=C(C1CCC(=O)N1C1CCCCC1)N1CCC2(CC1)OCCO2 (centres undefined)
    -6.4%	3.5%	15.2	u
> Oc1ccc(C2NCc3ccccc3-n3cccc32)cc1Cl (centres undefined)
    15.2%	2.1%	12.7	1.8
> CNC(C)[C@@H](O)c1ccccc1 (some centres undefined)
    -5.8%	3.9%	x	x
> COc1cc2c(cc1C=O)OCO2
    x	-0.8%	-2.3	x
> c1ccc2ccccc2c1
    6.4%	u	x	x
> COc1ccc(CCn2c(O)c(/C=N/N3CCCCC3)c(=O)[nH]c2=O)cc1OC
    x	-1.5%	106.1	x
> c1ccc(CN2CCC3(CCNCC3)CC2)cc1
    88.3%[activator]	8.3%	x	x
> C[C@]12C/C(=C/O)C(=O)C[C@@H]1CC[C@@H]1[C@@H]2CC[C@@]2(C)[C@H]1CC[C@]2(C)O
    -13.2%	-2.5%	x	x
> Cc1ccc(CN2C(=O)NC(=O)C3(Cc4c(nc5ccccn5c4=O)N4CCCCCC43)C2=O)cc1 (centres undefined)
    -14.6%	-24.2%	-29.2	11.4
> Cc1ccc(-n2c(O)c(/C=N/N3CCOCC3)c(=O)[nH]c2=S)cc1
    x	16.6%	-4.0	-8.7
> Cn1c(C(=O)N2CCC3(CC2)OCCO3)cc2c(=O)n(C)c3ccccc3c21
    6.5%	3.3%	23.2	-2.7
> CC(C)CC(C)N (centres undefined)
    4.3%	-3.4%	x	x
> C=C1[C@@H](O)C2C=CC[C@H](C)C(=O)[C@@](C)(O)C=C[C@@H](OC(C)=O)[C@@]23C(=O)N[C@H](Cc2ccccc2)[C@@H]3[C@@H]1C (some centres undefined)
    10.5%	-3.1%	x	2.1
> CC[C@H]1CN2CC[C@@H]1C[C@H]2[C@@H](O)c1ccnc2ccc(OC)cc12
    25.9%[25.6 µM]	-0.8%[25.6 µM]	x	4.2[20.6 µM]
> O=C(O)C(Br)Br
    -2.1%	-6.1%	x	x
> Cc1cc(S(=O)(=O)NC(C)C)ccc1OCC(=O)N1CCN(Cc2ccc3c(c2)OCO3)CC1
    -1.2%	-1.8%	-26.7	-4.1
> Brc1ccc2c(c1)C(OC1CN3CCC1CC3)c1ccccc1CS2 (centres undefined)
    x	-1.0%	27.4	x
> CCCC12CN3CN(C1)CC(CCC)(C3)C2O (centres undefined)
    1.5%	1.9%	7.4	4.5
> O=C1NC(=O)N(Cc2ccccc2Cl)C(=O)/C1=C/N1CCOCC1
    -4.5%	-7.6%	33.9	-4.7
> O=c1ccc2cc(O[C@H]3O[C@@H](CO)[C@@H](O)[C@@H](O)[C@@H]3O)c(O)cc2o1
    0.7%[25.6 µM]	-1.6%[25.6 µM]	x	-2.3[20.6 µM]
> CC(C)(C)OC(=O)N1CC[C@H]1COc1cnc[c]([Sn]([CH3])([CH3])[CH3])c1
    5.9%[0.0915 µM]	-4.8%[0.00818 µM]	x	x
> CCOC(=O)C1CCN(/C=C2/C(=O)NC(=O)N(Cc3ccco3)C2=O)CC1
    21.8%	2.6%	u	1.7
> Nc1ccc(Cl)cc1
    -15.2%	-2.0%	x	x
> Cc1c(N=Cc2c(O)n(CCc3ccccc3)c(=O)[nH]c2=O)c(=O)n(-c2ccccc2)n1C
    -9.8%	-2.9%	-24.1	-2.1
> Cc1o[nH]c(=O)c1C[C@@H](N)C(=O)O
    15.6%	-4.3%	x	3.6
> CN(C)C(=S)SSC(=S)N(C)C
    -8.8%	u	x	x
> C[C@H]1CC[C@@]2(NC1)O[C@@H]1C[C@H]3[C@@H]4CC=C5C[C@@H](O)CC[C@]5(C)[C@@H]4CC[C@]3(C)[C@@H]1[C@@H]2C
    -2.0%[25.6 µM]	1.5%[25.6 µM]	x	-4.9[20.6 µM]
> N=C1c2ccccc2CN1NC(=O)c1ccc(Cl)cc1
    10.3%	2.2%	25.5	-14.0
> CC1C(c2cccs2)=[N+]([O-])C(C)(C(=O)c2cccs2)N1O (centres undefined)
    x	0.9%	u	x
> COCCCNC(=O)c1c(NC(=O)c2ccccc2Cl)n(Cc2ccccc2)c2nc3ccccc3nc12
    -1.7%	-0.4%	-15.7	-10.9
> Cc1ccnc(-n2c(C)nc3ccccc3c2=O)c1
    x	-1.4%	u	-5.1
> CCCCCOC(=O)c1ccccc1C(=O)OCCCCC
    4.7%	-2.1%	x	x
> O=c1[nH]c(=O)n(CCc2ccc(F)cc2)c(O)c1C=NCCCn1ccnc1
    4.1%[2.29 µM]	3.0%	u	-3.7
> CC1CN(CCc2ccccc2)CC(C)O1 (centres undefined)
    10.4%	6.7%	54.3	0.9
> CC1=C(C(=O)OC(C)C)[C@]2(C(=O)N(CC(N)=O)c3ccccc32)C(C#N)=C(N)O1
    x	-4.1%	-100.0*	-4.0
> C=C1CC[C@@]2(O)[C@H]3Cc4ccc(O)c5c4[C@@]2(CCN3CC2CC2)[C@H]1O5
    x	-0.4%	-12.9	x

Next section.
Each structure is followed by: ALOX15B inhib	12-hLO inh	PNC assembly inh	IMPase inh
> COc1ccc(S(=O)(=O)NC(CC(=O)N2CCC3(CC2)OCCO3)C(C)C)cc1 (centres undefined)
    -0.5%	5.7%	u	6.5
> COc1cc(C(=O)Nc2ccc(Br)cc2C(=O)c2ccccc2Cl)cc(OC)c1OC
    x	0.3%	-7.1	x
> Cc1ccc(/C=C2/C(=O)NC(=O)N(CCc3ccc(F)cc3)C2=O)o1
    -21.3%	u	u	2.3
> N[C@@H](Cc1ccccc1)P(=O)(O)O
    -1.8%[11.4 µM]	0.8%[11.4 µM]	x	x
> O=C1/C(=C/c2cccc([N+](=O)[O-])c2)N2CCC1CC2
    x	-3.9%	-26.1	12.1
> C[C@H]1CC[C@@]2(NC1)O[C@@H]1C[C@H]3[C@@H]4CC[C@@H]5C[C@@H](O)CC[C@@]5(C)[C@@H]4CC[C@]3(C)[C@@H]1[C@@H]2C
    7.6%[25.6 µM]	-2.9%[25.6 µM]	x	3.1[20.6 µM]
> O=C(COc1ccccc1)Nc1ccc(Cl)cc1C(=O)c1ccccc1
    x	-0.3%	-15.4	-1.9
> CN(C)c1ccc(NC(=O)CN2C(=O)CN=C(c3ccccc3)c3cc(Cl)ccc32)cc1
    -8.6%	-6.6%	15.4	0.9
> CC(=O)Oc1ccc(Cl)c2cccnc12
    u	u	x	x
> N[C@@H](Cc1cc(Br)c(O)c(Br)c1)C(=O)O
    -4.6%[11.4 µM]	-5.7%	-18.3	x
> C[C@]12CCC(=O)C=C1CCc1ccc(O)cc12
    -8.6%	1.6%	x	x
> C[C@H]1C(=O)O[C@@H]2CCN3CC=C(COC(=O)[C@@](C)(O)[C@@]1(C)O)[C@H]23
    4.5%[25.6 µM]	-1.9%[25.6 µM]	x	1.4[20.6 µM]
> CSSC
    1.7%	-0.4%	x	x
> COC(=O)c1ccc(NC(=O)CSc2nc3ccc(N4C(=O)C5C6C=CC(C6)C5C4=O)cc3s2)cc1 (centres undefined)
    x	1.4%	u	x
> NCCCN1CCN(c2ccccc2)CC1
    5.9%[11.4 µM]	1.0%[11.4 µM]	x	x
> CC1=CC[C@@H]2[C@@H](C1)c1c(O)cc(CC#CCCCNS(C)(=O)=O)cc1OC2(C)C
    3.2%	-18.8%	x	x
> COc1ccccc1N1CCN(C(CNC(=O)Oc2ccccc2)c2cccnc2)CC1 (centres undefined)
    31.1%[activator]	7.1%	77.8	-3.8

Three structures out of the list, ordered by molar mass, descending:
Each structure is followed by: ALOX15B inhib	12-hLO inh	PNC assembly inh	IMPase inh
> COc1cc(C(=O)Nc2ccc(Br)cc2C(=O)c2ccccc2Cl)cc(OC)c1OC
    x	0.3%	-7.1	x
> O=C(COc1ccccc1)Nc1ccc(Cl)cc1C(=O)c1ccccc1
    x	-0.3%	-15.4	-1.9
> C[C@H]1C(=O)O[C@@H]2CCN3CC=C(COC(=O)[C@@](C)(O)[C@@]1(C)O)[C@H]23
    4.5%[25.6 µM]	-1.9%[25.6 µM]	x	1.4[20.6 µM]

Exported comma-delimited: entries from further up.
Compound,ALOX15B inhib,12-hLO inh,PNC assembly inh,IMPase inh
N[C@@H](Cc1cc(Br)c(O)c(Br)c1)C(=O)O,-4.6%[11.4 µM],-5.7%,-18.3,x
C[C@]12CCC(=O)C=C1CCc1ccc(O)cc12,-8.6%,1.6%,x,x
C[C@H]1C(=O)O[C@@H]2CCN3CC=C(COC(=O)[C@@](C)(O)[C@@]1(C)O)[C@H]23,4.5%[25.6 µM],-1.9%[25.6 µM],x,1.4[20.6 µM]
CSSC,1.7%,-0.4%,x,x
